# Source: PubChem
# LDHA inh: LDHA (human) enzyme inhibition; P00338; purified LDHA, NADH/diaphorase-resazurin fluorescence; active compounds read low; activity change, % (values are at about 110 or 230 µM); hit rate 0.15% among 480,000; AID 1347041; in the data active means activity change below about -30%; inconclusive means mostly about -25% to -30%;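 further: plate controls were DMSO wells for no effect and wells without enzyme for full effect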
#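 Human LDH5 (2 nM) was incubated with 0.06 mM NADH and 0.2 mM pyruvate for 5 min at room temperature in Tris pH 7.4. Remaining NADH was coupled through diaphorase/resazurin, and resorufin fluorescence was read at 0 and 20 min.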
# Pol iota inh: blocks human DNA polymerase iota activity. Pol iota fluorescent replication assay, 10 min. Potency, µM (highest dose often 115 µM), for the others: top-dose activity, negative = inhibition, hits mostly inhibitors. hit rate 1% among 390,000. AID 588590; further: potency means the concentration at half of the fitted maximal effect
#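 Pol iota at 10 nM preincubated 15 min with compounds at room temperature; reaction started with fluorescent substrate, 50 nM final. Fluorescence read kinetically at 0 and 10 min; buffer-only wells as negative control.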
# POLH inh: inhibitors of human DNA polymerase eta; recombinant Pol eta, fluorescent DNA replication assay; Q9Y253; Potency, µM (series often up to 114 µM), for inactives: at the top dose activity change, negative = inhibition, hits mostly inhibitors; hit rate 1.2% among 390,000; AID 588591; further: potency means the concentration at half of the fitted maximal effect; on the % scale 0 is the no-effect control and ±100 the full control effect
#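 Pol eta at 10 nM preincubated with compounds 15 min at room temperature; reaction started with fluorescent substrate (50 nM final) and read kinetically at 0 and 10 min.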
# Pol kappa inh: DNA polymerase kappa (human) inhibition; Potency, µM (top dose mostly 107 µM), for the others: top-dose activity, negative = inhibition, usual class: inhibitors; AID 588579; purified Pol kappa, fluorescent DNA synthesis assay, 10 min; hit rate 0.53% among 400,000; Q9UBT6; further: potency means the concentration at half of the fitted maximal effect; on the % scale 0 is the no-effect control and ±100 the full control effect
# Target sequence (Q9UBT6 whole entry, looked up): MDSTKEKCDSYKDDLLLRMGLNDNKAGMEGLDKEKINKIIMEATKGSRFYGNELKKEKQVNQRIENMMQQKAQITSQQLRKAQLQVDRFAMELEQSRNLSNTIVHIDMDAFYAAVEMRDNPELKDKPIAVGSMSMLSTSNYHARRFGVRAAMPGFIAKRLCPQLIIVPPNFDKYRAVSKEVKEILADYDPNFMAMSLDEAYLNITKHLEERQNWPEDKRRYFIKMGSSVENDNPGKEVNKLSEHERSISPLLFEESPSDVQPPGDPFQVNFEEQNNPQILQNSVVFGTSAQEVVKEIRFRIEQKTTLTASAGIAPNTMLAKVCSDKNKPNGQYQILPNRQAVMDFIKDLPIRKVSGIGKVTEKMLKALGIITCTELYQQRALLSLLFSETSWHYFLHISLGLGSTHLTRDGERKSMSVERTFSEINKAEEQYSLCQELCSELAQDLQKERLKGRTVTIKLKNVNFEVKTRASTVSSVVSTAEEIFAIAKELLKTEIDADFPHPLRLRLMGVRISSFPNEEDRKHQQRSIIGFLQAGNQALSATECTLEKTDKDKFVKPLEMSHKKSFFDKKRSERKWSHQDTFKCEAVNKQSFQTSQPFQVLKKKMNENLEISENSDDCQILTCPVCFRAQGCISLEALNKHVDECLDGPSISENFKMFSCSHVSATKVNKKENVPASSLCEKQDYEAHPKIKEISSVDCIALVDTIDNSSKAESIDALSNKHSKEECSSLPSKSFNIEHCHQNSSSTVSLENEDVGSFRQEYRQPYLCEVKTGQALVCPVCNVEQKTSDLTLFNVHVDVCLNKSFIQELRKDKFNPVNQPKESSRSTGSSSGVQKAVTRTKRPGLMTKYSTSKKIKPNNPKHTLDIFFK
#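 Readout: fluorescence, taken kinetically at 0 and 10 min. Conditions: 10 nM Pol kappa, 15 min RT compound preincubation, 50 nM substrate final. Controls: enzyme-free buffer wells.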
# APEX1 inh: inhibitors of human APE1 endonuclease. P27695. recombinant APE1, TAMRA/BHQ-2 abasic DNA cleavage fluorescence. Potency, µM (top dose mostly 65.8 µM), for inactives: top-dose activity change, negative = inhibition, most hits filed as inhibitors. hit rate 0.35% among 350,000. AID 2517;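 further: potency means the concentration at half of the fitted maximal effect; plate controls were vehicle for no effect and reference inhibitor for full effect; nearly all actives have a fitted effect of over 55% in size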
#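 Kinetic fluorescence read (525 ex/598 em nm, three reads 60 s apart) of AP-site incision; signal = third minus first read. Enzyme 0.75 nM, dual-labelled THF duplex 50 nM, compound preincubation 15 min RT.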
# Anesthetic bind: binds horse apoferritin like a general anesthetic. apoferritin/1-aminoanthracene competitive binding, fluorescence. AID 485281. hit rate 0.074% among 350,000. Potency, µM (top dose mostly 77.5 µM), inactives show at the top dose activity change, negative = displacement, hits mostly inhibitors; further: potency means the concentration at half of the fitted maximal effect; on the % scale 0 is the no-effect control and ±100 the full control effect; nearly all actives have a fitted effect of over 20% in size
# Target sequence (P02791 2-175 limits assumed): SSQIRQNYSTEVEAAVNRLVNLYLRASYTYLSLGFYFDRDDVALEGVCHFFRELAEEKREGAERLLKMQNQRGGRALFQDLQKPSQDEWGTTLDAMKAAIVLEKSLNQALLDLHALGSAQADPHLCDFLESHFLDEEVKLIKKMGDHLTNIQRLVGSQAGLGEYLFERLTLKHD
#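 Steps: apoferritin (10 uM) was premixed with half-saturated 1-AMA in PBS, compounds were pin-transferred, plates stood 10 min at room temperature, fluorescence was read at 380/535 nm, and curves were fitted with a Hill equation.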
# BLM inh: Bloom syndrome helicase (human) inhibition; P54132; recombinant BLM DNA unwinding, fluorescence dequenching; Potency, µM (doses to about 56.1 µM), for inactives: top-dose activity change, negative = inhibition, hits mostly inhibitors; hit rate 0.2% among 350,000;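 further: potency means the concentration at half of the fitted maximal effect; plate controls were vehicle for no effect and no enzyme for full effect; nearly all actives have a fitted effect of over 35% in size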
# POLB inh: DNA polymerase beta (human) inhibition. Pol beta primer extension/strand displacement, fluorescence kinetic. Potency, µM (series often up to 114 µM), inactives show at the highest dose activity change, negative = inhibition, hits mostly inhibitors. hit rate 1.3% among 340,000. AID 485314; further: potency means the concentration at half of the fitted maximal effect; on the % scale 0 is the no-effect control and ±100 the full control effect
#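 10 nM enzyme + cpd, 15 min RT; start with substrate 50 nM final; read 0 min and after 10 min RT. Corrected, normalized data; 4-parameter Hill curve fit.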
# Glioma ERSR ind: ER stress response induction in glioma; AID 602332; hit rate 0.02% among 420,000; U87-MG GRP78 promoter luciferase reporter, 16 h; Potency, µM, for inactives: at the highest dose activation, hits mostly activators; further: potency means the concentration at half of the fitted maximal effect; series mostly up to about 76 µM; % of control where 0% means no effect; nearly all actives have a fitted effect of over 35% in size
#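 Stably transfected U87-MG glioma cells carrying a GRP78-based luciferase sensor; 16 h compound incubation. Luminescence end-point read 10 min after Bright-Glo addition at room temperature.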
# * marks the source's active call; other numbers are inactive results; ? = inconclusive; nt = no result given; & = joins results of further samples; [ ] = another dose, or the depositor's remark. Unless noted, the call rests on the fitted dose curve; in most records, active means well fitted curve in the direction sought with a large enough effect; inconclusive means small, poorly fitted or top-dose-only effect, or another doubt; inactive means no such curve, though single readings can be large; an effect the other way counts as inactive or inconclusive.
SMILES,LDHA inh,Pol iota inh,POLH inh,Pol kappa inh,APEX1 inh,Anesthetic bind,BLM inh,POLB inh,Glioma ERSR ind
COc1ccc(NC(=O)CSc2c3c(nc4ccccc24)CCC3)cc1Cl,0.2,-15.6%,-22.7%,4.3%,nt,2.4%,1.8%,12.6%,-3.6%
COc1ccccc1NC(=O)COc1ccc(/C=N/NC(=O)CSCc2cc(C)cc(C)c2)cc1,-8.6,-0.6%,?,-7.0%,1.9%,-4.6%,-6.6%,20.2%,-3.7%
CCn1c(Cc2ccccc2)nnc1SCC(=O)N1CCCC1=O,-5.0,30.6%[activator],-21.5%,-10.5%,13.1%,-1.6%,-1.3%,-11.9%,-6.3%
COc1ccc2c(c1OC)C(=O)NC(C)=C(C(=O)OC(C)(C)C)C2O (stereo not given),-12.8,-2.3%,-6.8%,-10.9%[60.1 µM],9.7%,41.7%[activator],-15.8%,?,1.2%
CCCC(C)NC(=O)CSc1nnc2ccccn12 (stereo not given),-2.0,17.4%,-3.4%,-4.1%,-2.4%,-6.5%,-2.5%,11.1%,2.5%
Cc1cc(C)cc(NC(=O)Cn2nnc(C(=O)NCc3ccccc3Cl)c2N)c1,-0.8&-7.7,?,-8.8%&-7.9%,10.8%&-12.6%,64.2%[activator],?,1.0%&-2.0%,16.5%&17.5%,-14.0%&-11.0%
CC(C)N(C(=O)CSc1nnnn1-c1ccc2c(c1)OCO2)C(C)C,-0.9,17.9%,-10.4%,-9.0%,3.8%,-13.4%,-1.1%,-1.2%,0.7%
Cn1nc(C(=O)N2CCN(c3ccc(F)cc3)CC2)c2c1-c1ccccc1S(=O)(=O)C2,-7.1,10.9%,-9.8%,-4.2%,15.1%,1.3%,-3.7%,23.9%,-5.3%
O=[N+]([O-])c1ccc(/C=N\NS(=O)(=O)c2ccc(F)cc2)o1,2.0,-18.9%,0.8%,-5.5%,2.5%,-9.4%,-5.3%,39.1%,-5.2%
Cc1sc2nc(CN3CCOCC3)nc(N3CCC(C(N)=O)CC3)c2c1C,1.3,20.7%,13.8%,-8.2%,-0.3%,-8.2%,1.4%,?,-3.5%
CCOc1ccc(NC(=O)CN(C)S(=O)(=O)c2cccc3cccnc23)cc1,-0.4,-0.4%,-17.5%,8.7%,2.8%,-5.1%,-3.2%,-26.5%,-2.4%
COC(=O)C1C(=O)OC(C)(C)C1C(C)C(=O)c1ccc(C)cc1C (stereo not given),-3.5,52.7%[activator],-23.5%,-1.2%,-0.2%,?,-2.8%,-0.6%,-4.3%
CSCCC(NS(=O)(=O)c1ccc(C)cc1)C(=O)NC1CCCCCC1 (stereo not given),-0.8,-11.5%,-12.5%,-1.8%,31.4%,nt,nt,nt,-5.4%
CCOC(=O)C(C)On1c(SC(C)C(=O)OCC)nc2ccccc2c1=O (stereo not given),-7.4,30.8%[activator],2.1%,3.5%,-2.6%,-11.9%,-2.9%,3.9%,-3.1%
CC1CCc2sc(C(=O)NCCCn3ccnc3)cc2C1 (stereo not given),-0.8,30.5%[activator],2.4%,-8.2%,0.8%,-2.7%,-11.0%,50.2%,-0.2%
Cc1ccc(-c2cnc(C3CC3)o2)cc1S(=O)(=O)Nc1cccc(C#N)c1,-10.2,-5.9%,nt,-0.9%[60.1 µM],nt,33.1%[activator],-14.1%,-14.8%,nt
Cc1ccc2cccc(NC(=O)c3ccc(-c4cc(Cl)ccc4Cl)o3)c2n1,-1.5,-11.1%,1.6%,-9.8%,nt,-4.4%,-4.1%,3.9%,-4.3%
C[N+](C)(C)CC[N+]1(C)Cc2c(Cl)c(Cl)c(Cl)c(Cl)c2C1,nt,nt,nt,0.6%&-6.5%[19.4 µM],-3.3%&-9.8%,0.5%,80.0%&63.1%[activator],nt,-2.9%&-2.5%
O=C(CSc1ncnc2ccccc12)N1CCNC1=O,-3.2,-0.8%,-11.3%,-11.6%,39.6%,nt,nt,nt,3.2%
COc1ccccc1NC(=O)OC(C)c1ccc(Cl)cc1 (stereo not given),-4.8,-5.5%,0.0%,-6.2%,59.9%[activator],-6.9%,-6.4%,25.0%,-2.4%

# Individual results from above:
# LDHA inh with CCn1c(Cc2ccccc2)nnc1SCC(=O)N1CCCC1=O is entered as -5.0
# LDHA inh with CCOc1ccc(NC(=O)CN(C)S(=O)(=O)c2cccc3cccnc23)cc1 is entered as -0.4
# POLB inh with Cc1ccc(-c2cnc(C3CC3)o2)cc1S(=O)(=O)Nc1cccc(C#N)c1 is entered as -14.8%
# POLH inh with Cc1cc(C)cc(NC(=O)Cn2nnc(C(=O)NCc3ccccc3Cl)c2N)c1 is entered as -8.8%&-7.9%

# Other entries follow.
SMILES,LDHA inh,Pol iota inh,POLH inh,Pol kappa inh,APEX1 inh,Anesthetic bind,BLM inh,POLB inh,Glioma ERSR ind
O=C1Nc2ccc(Br)cc2/C1=C/c1ccc(C(=O)O)cc1,nt,nt,nt,nt,-21.0%,-17.2%,-3.0%,1.8%,nt
CCCOc1ccc(C2c3c(-c4ccccc4O)n[nH]c3C(=O)N2Cc2ccncc2)cc1OCC (stereo not given),-1.5,-7.3%,-10.0%,-14.5%,nt,-6.8%,-5.1%,14.5%,-3.8%
CCN1C(=O)c2c(C)nc3ccccc3c2C1=O,8.6,9.2%,0.0%,-7.3%,-2.5%,-9.0%,1.3%,3.8%,-4.7%
COc1ccc(-n2c(=O)c3c4c(sc3n(Cc3ccc(F)cc3)c2=O)CN(C(C)=O)CC4)c(OC)c1,-3.8,22.4%,-4.9%,-9.7%,nt,42.6%[activator],-2.9%,-14.5%,-4.0%
O=C(C[n+]1cc(-c2ccc(Cl)c(Cl)c2)n2c1CCC2)OCc1ccccc1,1.6,6.0%,-18.3%,-2.2%,13.8%,-10.9%,-10.6%,14.1%,-2.9%
CC(=O)NCCC(=O)Nc1cc(S(=O)(=O)N2CCCCC2)ccc1N1CCCCC1,-2.6,17.7%,-6.2%,9.9%,40.5%,nt,nt,nt,-1.1%
Cc1ccc(NC(=O)CSc2nc3[nH]ncc3c(=O)[nH]2)cc1Cl,-3.0,-16.9%,1.4%,-1.7%,-0.2%,nt,nt,nt,-1.1%
O=C(C1=C[C@H](c2ccc(C(F)(F)F)cc2)C[C@H](OCc2ccc(CO)cc2)O1)N1CCN(Cc2ccccc2)CC1,-0.5,-8.7%,-12.5%,-11.4%,7.7%,-15.9%,-8.1%,-19.2%,-2.5%
CCOC(=O)N1CCN(S(=O)(=O)c2ccc(Br)cc2)CC1,-1.7,10.0%,-9.5%,6.3%,20.9%,-2.6%,-2.1%,14.4%,-1.3%
CCN1CCN(CCCCSc2ccccc2)CC1,nt,nt,nt,nt,2.6%,-1.9%,6.9%,5.8%,nt
O=S(=O)(NCC(c1ccco1)S(=O)(=O)c1cccs1)c1ccccc1 (stereo not given),4.0,16.2%,-12.9%,-2.3%[60.1 µM],nt,-11.0%,-0.6%,8.9%,0.7%
O=C(N=C1SC2CS(=O)(=O)CC2N1c1ccc(Cl)cc1Cl)C1CCCO1 (stereo not given),-0.7,-20.3%,0.0%,-12.4%,-16.7%,7.0%,-2.3%,0.7%,-3.4%
O=C(CSC1=NS(=O)(=O)c2ccccc2N1)c1ccccc1,-7.8,4.1%,1.2%,-25.7%,12.9%,nt,nt,nt,2.5%
COc1cccc(OC)c1C(=O)Nc1ccccc1N1CCCC1,1.2,34.8%[activator],-5.7%,1.0%,-2.8%,-13.1%,0.0%,3.4%,0.4%
O=C1c2ccccc2S(=O)(=O)N1CC(O)Cn1ccc2ccccc21 (stereo not given),0.3,6.2%,-18.8%,-5.5%,16.5%,?,-3.5%,6.5%,0.7%
N#Cc1nc(-c2ccc(OCc3ccc(Cl)cc3)cc2)oc1N1CCC(C(N)=O)CC1,-14.9&1.9,-11.1%&65.9%,-9.0%,-3.4%&9.4%,2.8%,-5.9%,-8.5%,7.3%,-3.3%&-2.7%
Cc1cc(C)c(C#N)c(N2CCN(c3ccccc3)CC2)n1,-1.9,4.4%,-25.1%,5.8%,-12.1%,-2.9%,-6.7%,-0.5%,1.8%
CCN1CCCC1CNCc1cc(OC)c(OC)c(OC)c1 (stereo not given),0.1,?,-6.0%,-1.8%,14.4%,-4.7%,-1.9%,27.3%,1.3%
CN(C)CCNc1ccc2nnn3c4ccc(O)cc4c(=O)c1c23,6.7,?,?,-42.1%,nt,nt,nt,nt,1.6%
CCCNC(=O)c1ccc2c(c1)C1C3CCC(C3)C1C(c1ccccc1)N2 (stereo not given),5.9,7.1%,-5.9%,2.3%,0.1%,-7.6%,-6.5%,13.3%,-4.7%
Cn1ccnc1SCC(=O)Nc1nc2ccccc2s1,-3.5,-8.8%,-8.2%,5.4%,16.2%,-8.0%,2.0%,24.6%,-0.9%
CCOC(=O)N1CCN(CC(O)COc2ccc(C)c(C)c2)CC1 (stereo not given),-3.7,-11.6%,2.7%,-13.6%[60.1 µM],-5.6%,-1.1%,0.6%,22.0%,-2.5%
c1ccc2c(-c3cncc4ccccc34)cncc2c1,-6.4,31.8%[activator],-1.3%,-1.4%,nt,nt,nt,nt,-6.8%

# One compound at a time, as listed above. Values in the order: LDHA inh | Pol iota inh | POLH inh | Pol kappa inh | APEX1 inh | Anesthetic bind | BLM inh | POLB inh | Glioma ERSR ind
# CCCNC(=O)c1ccc2c(c1)C1C3CCC(C3)C1C(c1ccccc1)N2 (stereo not given) in the list: 5.9 | 7.1% | -5.9% | 2.3% | 0.1% | -7.6% | -6.5% | 13.3% | -4.7%
# COc1ccc(-n2c(=O)c3c4c(sc3n(Cc3ccc(F)cc3)c2=O)CN(C(C)=O)CC4)c(OC)c1 in the list: -3.8 | 22.4% | -4.9% | -9.7% | nt | 42.6%[activator] | -2.9% | -14.5% | -4.0%
# O=C1Nc2ccc(Br)cc2/C1=C/c1ccc(C(=O)O)cc1 in the list: nt | nt | nt | nt | -21.0% | -17.2% | -3.0% | 1.8% | nt
# Cn1ccnc1SCC(=O)Nc1nc2ccccc2s1 in the list: -3.5 | -8.8% | -8.2% | 5.4% | 16.2% | -8.0% | 2.0% | 24.6% | -0.9%

# The list is partial, so the mix of outcomes need not match the whole.
